# Pf growth 96h – P. falciparum growth inhibition at 96 hours; P. falciparum luciferase reporter growth, 96 h; Potency, µM (titrated, usually from 28.7 µM), inactives show at the top dose activity change, negative = inhibition, actives largely listed as inhibitors; 320,000 tested, 6.9% active; note: potency is the fitted concentration of half-maximal effect; % is set by controls: 0 for no effect and ±100 for the full control effect
#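 Two-generation exposure (96 h) targets delayed-death phenotype. Reporter parasites carrying integrated firefly luciferase, in red cells at 2% hematocrit and 0.05% parasitemia final, kept at 37 C, 5% CO2; luminescence loss indicates inhibition.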
# Cycloheximide cs – affects cycloheximide protein synthesis inhibition readout, counter-screen; cell reporter, cycloheximide protein synthesis inhibition counterscreen; max response, %; 300,000 tested, 12% active; AID 2314; in the data active = max response mostly above about 13%, no sharp cut-off; inactive = mostly below about 14%; note: read at 38.3 µM for the half of the compounds with a filed dose; 0% is about no effect
# FBPA Giardia inh – inhibitors of Giardia lamblia fructose-1,6-bisphosphate aldolase; A8B2U2; purified Giardia FBPA; Potency, µM (doses to about 59.6 µM), for the others: top-dose activity, negative = inhibition, most hits filed as inhibitors; 290,000 tested, 0.71% active; note: potency is the fitted concentration of half-maximal effect; % is set by controls: 0 for no effect and ±100 for the full control effect; nearly all actives have a fitted effect of over 55% in size
# Target sequence (A8B2U2 whole entry, looked up): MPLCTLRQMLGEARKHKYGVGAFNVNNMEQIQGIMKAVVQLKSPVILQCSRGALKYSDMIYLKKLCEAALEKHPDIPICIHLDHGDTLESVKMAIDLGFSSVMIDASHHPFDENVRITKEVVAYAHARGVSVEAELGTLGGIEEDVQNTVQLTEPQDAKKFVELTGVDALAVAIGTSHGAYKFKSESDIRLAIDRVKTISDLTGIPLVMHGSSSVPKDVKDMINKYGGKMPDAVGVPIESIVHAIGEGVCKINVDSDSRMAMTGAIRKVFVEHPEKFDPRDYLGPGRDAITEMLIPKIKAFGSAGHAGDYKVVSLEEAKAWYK
#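 Giardia FBPA (40 nM reagent) was preincubated 10 min at RT with compound (up to 57.5 uM final), then substrate plus GAPDH/TPI/NAD/arsenate coupling system with diaphorase/resazurin was added; resorufin fluorescence (525/598 nm) was read after 20 min.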
# Pf growth 48h – inhibits P. falciparum growth in the first generation, 48 h; P. falciparum luciferase growth in erythrocytes, 48 h; Potency, µM (top dose mostly 28.7 µM), inactives show at the highest dose activity change, negative = inhibition, hits mostly inhibitors; 310,000 tested, 5.9% active; note: potency is the fitted concentration of half-maximal effect; % is set by controls: 0 for no effect and ±100 for the full control effect
#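 Luciferase-expressing parasites in RBCs, 2% Hct / 0.1% parasitemia final; RPMI 1640 + 0.5% Albumax; 37 C, 5% CO2, one generation; luminescence read-out, lower signal = inhibition.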
# Shiga toxin inh – inhibitors of Shiga toxin in Vero cells; Vero cells, Shiga toxin protein synthesis inhibition reporter; inhibition, % at 38.7 µM; 290,000 tested, 9.2% active; in the data active = inhibition mostly above about 28%, no sharp cut-off; inactive = mostly below about 43%; note: 0% is about no effect
# Sm TGR block – S. mansoni TGR enzyme inhibition; Potency, µM (top dose mostly 114 µM), inactives show at the highest dose activity change, negative = inhibition, most hits filed as inhibitors; purified TGR, DTNB reduction, TNB absorbance 405 nm; 360,000 tested, 3% active; Q962Y6; AID 485364; note: potency is the fitted concentration of half-maximal effect; % is set by controls: 0 for no effect and ±100 for the full control effect; nearly all actives have a fitted effect of over 60% in size
#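 Kinetic colorimetric format: TGR-catalysed, NADPH-driven DTNB reduction monitored via TNB absorbance. Enzyme dispensed at 20 nM; compound exposure 15 min at room temperature before reaction start.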
# * hit, by the source's call; ? = inconclusive; / = not tested or not shown; + = active, no number; & = joins results of further samples; [ ] = another dose, or the depositor's remark. Unless noted, calls come from the whole dose curve; as a rule, active = well fitted curve in the direction sought with a large enough effect; inconclusive = small, poorly fitted or top-dose-only effect, or another doubt; inactive = no such curve, though single readings can be large; an effect the other way counts as inactive or inconclusive.
SMILES,Pf growth 96h,Cycloheximide cs,FBPA Giardia inh,Pf growth 48h,Shiga toxin inh,Sm TGR block
Cc1ccc(N/N=C(\C#N)C(=N)N2CCOCC2)cc1,150.7%[activator],56.2*,-4.4%,97.9%[activator],+,3.7%
COCCNC(=O)c1nn2c(C(F)(F)F)cc(-c3ccccc3)nc2c1Cl,5.4%,-3.7,22.1%,81.4%[activator],23.2,3.9%
Cc1cccc(NC(=O)C2CC2c2ccccc2)c1C (configuration not stated),57.0%[activator],7.5,-4.8%,0.0%,/,-14.4%
COc1ccc(-c2cc(C(F)(F)F)nc(-n3cc(Br)cn3)n2)cc1,-3.9%,-0.1,0.2%,/,-3.4,-3.6%
COC(=O)c1sc2nc(C)nc(SCC(=O)N3CCC(C(=O)O)CC3)c2c1C,6.2%,-1.7,13.0%,0.0%,20.2,0.9%
Cc1ccccc1N1CCN(C(=S)c2ccccc2)CC1,221.6%[activator],4.5,3.2%,-8.0%,10.1,-3.7%
COc1cc(OC)c(N(C)S(=O)(=O)c2cccc(C(=O)Nc3nc(C)cs3)c2)cc1Cl,?,/,/,13.1µM*,/,-17.4%
Cc1cccc(C)c1NC(=O)CN1C(=O)CCSc2ccc(S(=O)(=O)N3CCCC3)cc21,11.3%,-4.5,/,?,17.7,-20.2%&-3.1%
COc1ccc([C@@H]2[C@@H]3C(=O)N(C(C)(C)C)C(=O)[C@@H]3[C@]3(CC(C)C)C(=O)N(c4cccc(F)c4)C(=O)N23)cc1,?,/,/,?,/,6.8%
O=C1NC(=S)N/C1=C/C=C/c1ccccc1,?,42.7*,-1.2%,10.2%,35.2,-12.7%
CC(NC(=O)Cc1cccs1)C(c1cccs1)N1CCOCC1 (configuration not stated),/,-1.4,-1.9%,13.1µM*,14.4,-11.7%
CCc1ccc(N2NC(=O)/C(=C/C=C/c3ccco3)C2=O)cc1,-8.6%,-2.9,-7.6%,8.0%,-3.2,?
COC(OC)C(C)NC(=O)NC(=O)c1ccccc1Cl (configuration not stated),12.1%,-2.4,-10.7%,1.9%,-3.3,13.5%
CC1CN(c2ccc([N+](=O)[O-])nc2)CC(C)O1 (configuration not stated),2.0%,14.0,2.7%,-10.7%,-5.4,-4.5%
O=C(CCNS(=O)(=O)c1ccccc1)NNC(=O)C1COc2ccccc2O1 (configuration not stated),-6.0%,/,/,-18.5%,/,-1.9%

# Brought forward from above: 3 entries, followed by the next part.
SMILES,Pf growth 96h,Cycloheximide cs,FBPA Giardia inh,Pf growth 48h,Shiga toxin inh,Sm TGR block
COC(OC)C(C)NC(=O)NC(=O)c1ccccc1Cl (configuration not stated),12.1%,-2.4,-10.7%,1.9%,-3.3,13.5%
CC1CN(c2ccc([N+](=O)[O-])nc2)CC(C)O1 (configuration not stated),2.0%,14.0,2.7%,-10.7%,-5.4,-4.5%
O=C(CCNS(=O)(=O)c1ccccc1)NNC(=O)C1COc2ccccc2O1 (configuration not stated),-6.0%,/,/,-18.5%,/,-1.9%
CN=C(C)/C(C(=O)OC)=C(/O)c1ccccc1F,-2.0%,-1.3,1.3%,0.4%,-5.7,-11.8%
O=c1c2ccccc2nnn1Cc1nnc(-c2ccccc2Br)o1,98.1%[activator],44.3*,9.1%,31.8%[activator],127.8*,-0.8%
c1ccc2nc3ccccc3nc2c1,-7.8%,7.1,0.3%,-3.8%,44.5,-0.3%
O=S(=O)(c1ccc(Cl)nc1)N1CCCCC1,-11.3%,-3.9,7.0%,11.5%,-8.2,3.5%
CN(C)/C=C/C(=O)c1ccc([N+](=O)[O-])c(CS(=O)(=O)c2ccccc2)c1,-6.1%,-2.3,-8.3%,-10.4%,2.0,2.5%
O=C(O)c1ccc(S(=O)(=O)NC2CCCCCC2)cc1,11.7µM*,-1.0,14.9%,12.0%,-14.9,5.5%
CCN(CC)CCN1C(=O)C(=O)/C(=C(/O)c2ccncc2)C1c1ccccc1 (configuration not stated),249.5%[activator],-2.3,8.6%,13.1%,10.5,-23.1%
COc1ccc(C(CNC(=O)c2ccc(Cl)c(S(=O)(=O)N3CCCC3)c2)N2CCCC2)cc1 (configuration not stated),7.38µM*,/,/,13.1µM*,/,-7.6%
NC(=O)COc1ccc(C(=O)NCC2(N3CCOCC3)CCCCC2)cc1,?,/,/,-22.8%,/,-2.7%
CCCCn1c(=O)[nH]c(=O)c2c1nc(-c1ccc(C#N)cc1)n2C1CCCC1,16.1%,-6.1,-3.8%,?,-11.1,-16.8%
COc1ccccc1CC(=O)Nc1cc(OC)c(NC(=O)c2ccccc2)cc1OC,?,-0.4,-2.4%,?,-5.4,-8.4%
CC1(C)Cc2c(cnn2-c2ccccc2)-c2c1c1ccccc1n2CC(O)CBr (configuration not stated),?,-2.6,-9.4%,-29.6%,-14.9,-3.6%
Cc1nc(C(=O)N/N=C/c2[nH]ncc2Br)cs1,1.47µM*,34.8*,-5.3%,1.65µM*,44.9,3.6%
COC(=O)C1=CN(CCCN2CCCC2=O)C=C(C(=O)OC)C1c1ccccc1C(F)(F)F,/,-0.2,2.5%,?,-11.3,0.2%
Cn1c(=O)c(=O)n(C)c2cc(N3CCOCC3)c(NS(=O)(=O)c3ccc([N+](=O)[O-])cc3)cc21,?,-4.6,?,-26.2%,-1.1,-30.5%
O=C(O)CCS(=O)(=O)c1ccccc1Cl,19.0%,-1.8,9.6%,-1.4%,-6.1,2.7%
COc1cc(OC)c(/C=N/NC(=O)c2ccncc2)cc1Br,148.2%[activator],-3.2,2.3%,0.5%,11.2,-5.8%
O=C(/C=C/c1ccc(F)cc1)NNC(=O)CCN1CCN(Cc2ccccc2)CC1,6.3%,-0.2,2.7%,-11.3%,-2.7,0.9%
CCCCc1cc(=O)oc2cc(OCC(=O)NCCN3CCOCC3)ccc12,-13.4%,-1.8,3.8%,-9.0%,-2.3,0.7%
COc1cccc(CN2CCC(n3nccc3NC(=O)CCOc3ccccc3)CC2)c1,3.29µM*,-2.1,/,?,-7.6,-2.9%
CCc1ccc(OCC(=O)NC(NC(=S)Nc2ccc(C)cc2C)C(Cl)(Cl)Cl)cc1 (configuration not stated),?,-6.2,3.0%,?,-23.6,-18.4%
CCOc1ccc(-n2c(SCC(=O)NC)nnc2-c2ccco2)cc1,30.6%[activator],-2.0,9.1%,7.6%,-8.1,1.9%
COc1ccccc1C1NC(=O)NC(C)=C1C(=O)OC1CCCC(C)C1 (configuration not stated),19.9%,-1.1,11.6%,-1.1%,-12.5,0.3%
COC(=O)CC/C(O)=C1\C(=O)CC(C)(C)CC1=NCc1nc2ccccc2[nH]1,-10.9%,4.8,4.1%,?,-3.2,3.0%
CCOC(=O)N1CCC(N2CCCC(C(=O)c3cccc(OC(C)C)c3)C2)CC1 (configuration not stated),?,-1.3,1.7%,?,-8.1,-0.4%
O=C(Nc1nnc(S(=O)(=O)N2CCOCC2)s1)c1ccccc1F,11.5%,16.8*,/,-3.3%,15.1,-1.6%&6.0%
CCOc1ccc(/C=C/C(=O)Nc2ccc3[nH]c(=O)[nH]c3c2)cc1,71.4%[activator],-1.3,-1.0%,16.9%,-3.9,-20.6%
OCc1ccc(O)c2ncccc12,?,-2.1,?,9.28µM*,-3.0,22.4µM*
Cn1c(N)c(C(C[N+](=O)[O-])c2c(F)cccc2Cl)c(=O)n(C)c1=O (configuration not stated),-19.9%,-5.8,7.5%,20.7%[0.00184 µM],-11.4,-14.5%
Clc1ccc(C2CC(c3ccccc3)Nc3ncnn32)cc1 (configuration not stated),?,-2.9,3.5%,-15.9%,-0.5,-21.5%
Cc1c(C(=O)Nc2cnccn2)oc2ccccc12,?,27.7*,-0.9%,?,61.0*,0.0%
O=C(N/N=C/c1ccsc1)c1cc(O)cc(O)c1,56.2%[activator],22.3,-0.1%,43.9%[activator],3.8,10.9%
C/C(Cn1nnc([N+](=O)[O-])n1)=N\NC(=O)c1ccccc1,14.7µM*,24.2*,?,?,54.1*,-16.5%
CS(=O)(=O)N1CCC(C(=O)Nc2ccc(Cl)c(C(F)(F)F)c2)CC1,-2.0%,2.4,-2.9%,5.2%,-13.8,1.0%
N#Cc1c(NCc2ccccc2)ccnc1NCc1cccnc1,-20.1%,-2.8,4.9%,?,-6.1,-1.6%
Cc1cccc(OCC(=O)Nc2ccc3c(c2)OCCO3)c1,2.5%,61.8*,-0.5%,151.1%[activator],111.4*,3.6%
CCC(C)[C@H](NC(=O)NCCCn1ccnc1)C(=O)OC (some centres not stated),25.9%,1.4,-3.9%,-6.3%,-8.7,4.2%
COc1ccccc1CCC(=O)NNC(=O)c1ccncc1,-3.6%,/,/,?,/,-2.3%
CCOC(=O)c1ccc2[nH]c3c(c2c1)CCCCC3=O,-10.6%[5.75 µM],15.0*,0.7%,?,50.0*,2.2%
CCOC(=O)C(N)CSC1CC(=O)N(CCc2ccccc2)C1=O (configuration not stated),138.7%[activator],-1.8,?,25.5%,-4.0,8.91µM*
CCOc1cccc(C(=O)Nc2cccc(-c3nnc(-c4ccccc4)o3)c2)c1,31.3%[activator],28.7,3.6%,/,15.3,6.2%[11.4 µM]
Cc1ccc2cc(CN(c3cccc(C)c3C)S(=O)(=O)c3ccccc3)c(=O)[nH]c2c1,14.7%,-4.8,-3.4%,?,-4.4,-23.2%
Cn1c(=O)oc2cc(S(=O)(=O)N3CCCC(C(=O)Nc4ccc5c(c4)OCCO5)C3)ccc21 (configuration not stated),?,9.1,-23.3%,/,23.4,0.9%
NS(=O)(=O)c1ccc(NC(=O)c2ccccc2Cl)cc1,/,1.1,-1.1%,0.7%,-7.0,-9.3%
CC(C)CNC(=O)c1ccc2c(c1)C(=O)N(Cc1ccco1)C2=O,-17.8%,1.8,9.4%,-1.7%,/,-2.5%
Cc1ccc(N(C)C(=O)Oc2ccc(C(=O)c3ccc(Cl)cc3)cc2)cc1,4.65µM*,9.6,-0.9%,-4.8%,14.4,19.9%
O=C(NC1CCCCC1)c1cc(Cl)nc2ccccc12,-0.7%,-4.5,3.2%,-6.7%,-1.6,-7.8%

# Compounds above that have fluorine:
SMILES,Pf growth 96h,Cycloheximide cs,FBPA Giardia inh,Pf growth 48h,Shiga toxin inh,Sm TGR block
COCCNC(=O)c1nn2c(C(F)(F)F)cc(-c3ccccc3)nc2c1Cl,5.4%,-3.7,22.1%,81.4%[activator],23.2,3.9%
COc1ccc(-c2cc(C(F)(F)F)nc(-n3cc(Br)cn3)n2)cc1,-3.9%,-0.1,0.2%,/,-3.4,-3.6%
COc1ccc([C@@H]2[C@@H]3C(=O)N(C(C)(C)C)C(=O)[C@@H]3[C@]3(CC(C)C)C(=O)N(c4cccc(F)c4)C(=O)N23)cc1,?,/,/,?,/,6.8%
CN=C(C)/C(C(=O)OC)=C(/O)c1ccccc1F,-2.0%,-1.3,1.3%,0.4%,-5.7,-11.8%
COC(=O)C1=CN(CCCN2CCCC2=O)C=C(C(=O)OC)C1c1ccccc1C(F)(F)F,/,-0.2,2.5%,?,-11.3,0.2%
O=C(/C=C/c1ccc(F)cc1)NNC(=O)CCN1CCN(Cc2ccccc2)CC1,6.3%,-0.2,2.7%,-11.3%,-2.7,0.9%
O=C(Nc1nnc(S(=O)(=O)N2CCOCC2)s1)c1ccccc1F,11.5%,16.8*,/,-3.3%,15.1,-1.6%&6.0%
Cn1c(N)c(C(C[N+](=O)[O-])c2c(F)cccc2Cl)c(=O)n(C)c1=O (configuration not stated),-19.9%,-5.8,7.5%,20.7%[0.00184 µM],-11.4,-14.5%
CS(=O)(=O)N1CCC(C(=O)Nc2ccc(Cl)c(C(F)(F)F)c2)CC1,-2.0%,2.4,-2.9%,5.2%,-13.8,1.0%
